Bioassay records (PubChem BioAssay)
Bim-Bcl-XL: human Bim-Bcl-XL interaction inhibition; Q07817; Bim peptide-Bcl-XL binding, bead flow cytometry, fluorescence; inhibition, % at 10 µM; hit rate 0.04% among 190,000
Target sequence (Q07817 whole entry, looked up): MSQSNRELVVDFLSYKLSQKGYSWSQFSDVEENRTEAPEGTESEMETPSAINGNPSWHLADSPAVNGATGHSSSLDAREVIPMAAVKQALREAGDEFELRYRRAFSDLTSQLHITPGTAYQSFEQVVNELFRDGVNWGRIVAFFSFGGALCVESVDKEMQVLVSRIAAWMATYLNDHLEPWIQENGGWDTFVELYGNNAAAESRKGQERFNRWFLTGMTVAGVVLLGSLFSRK
Bim-Bcl-W: inhibitors of Bim-Bcl-W interaction, human; inhibition, % at 10 µM; bead-based flow cytometry, Bim peptide-Bcl-W binding; hit rate 0.02% among 190,000;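 also: 0% = bound tracer without compound and 100% = peptide blocker; higher means less fluorescent Bim peptide bound to Bcl-W beads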
Target sequence (Q92843 whole entry, looked up): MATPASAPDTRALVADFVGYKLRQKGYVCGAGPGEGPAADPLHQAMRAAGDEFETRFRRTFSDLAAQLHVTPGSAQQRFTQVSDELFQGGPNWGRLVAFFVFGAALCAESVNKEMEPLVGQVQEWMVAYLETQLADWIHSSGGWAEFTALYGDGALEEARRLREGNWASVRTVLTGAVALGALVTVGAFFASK
Rab2A wt mod: changes GTP binding to wildtype dog Rab2A, up or down; P61105; GST-Rab2 wt beads, Bodipy-GTP binding, flow cytometry; GTP binding activity, % at 10 µM; hit rate 0.19% among 190,000;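 active = GTP binding activity at least 20 points away from 100%, either lowered or raised; inconclusive = signal likely due to the compound's own green fluorescence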;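 also: 0% = beads with excess unlabeled GTP and 100% = no-compound control corrected for plate trend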
Bfl-1 Bim block: disrupts Bim binding to human Bfl-1; inhibition, % at 10 µM; Q16548; hit rate 0.12% among 190,000; Bead-based flow cytometry, Bim-Bfl-1 binding inhibition;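 also: 0% = wells without compound plus tracer and 100% = blocker peptide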
Rac1 wt modul: modulators of human Rac1 wildtype GTP binding | GTP binding activity (% of control), % at 10 µM | GST-Rac1 beads, fluorescent GTP binding, flow cytometry; actives lie on both sides; 0 = cold GTP competed, 100 = untreated | P63000 | hit rate 0.27% among 190,000;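 active = GTP binding activity at least 20 points away from the 100% control level, either lower or higher; inconclusive = compound flagged as likely green fluorescent, judged across all proteins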
Bim-Bcl-2: inhibitors of Bim-Bcl-2 interaction, human; Bead-based flow cytometry, Bim peptide-Bcl-2 binding; inhibition, % at 10 µM; hit rate 0.06% among 190,000; P10415; in the data active = inhibition above about 40%; inconclusive = no clear call, values can overlap the other calls;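 also: 0% = no compound wells with probe peptide and 100% = reference peptide inhibitor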
Target sequence (P10415 whole entry, looked up): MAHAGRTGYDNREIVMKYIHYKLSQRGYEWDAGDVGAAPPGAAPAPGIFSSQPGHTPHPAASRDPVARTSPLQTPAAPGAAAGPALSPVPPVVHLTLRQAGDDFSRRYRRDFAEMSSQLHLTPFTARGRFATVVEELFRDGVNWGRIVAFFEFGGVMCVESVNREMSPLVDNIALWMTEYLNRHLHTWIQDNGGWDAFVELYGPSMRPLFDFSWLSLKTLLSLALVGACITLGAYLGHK
Bim-Bcl-B: disrupts Bim peptide binding to human Bcl-B; Q9HD36; bead-based flow cytometry; inhibition, % at 10 µM; hit rate 0.073% among 190,000;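 also: 0% = tracer peptide without compound and 100% = reference inhibitor peptide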
Rac1 mut GTP: human Rac1 activated mutant GTP binding change; P63000; GST-Rac1 activated beads, fluorescent GTP binding, flow cytometry; actives lie on both sides; 100% means binding = to untreated wells; percent activity (GTP binding), % at 10 µM; hit rate 0.11% among 190,000;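 active = GTP binding at least 20 percentage points away from the 100% baseline, in either direction, so actives lie on both sides; inconclusive = Compound likely fluorescent itself, or too few beads counted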
Rab7 wt modul: alters GTP binding to wildtype dog Rab7. GST-Rab7 beads, fluorescent GTP binding, flow cytometry; actives lie on both sides; untreated = 100%, excess cold GTP = 0%. GTP binding activity (percent of control), % at 10 µM. hit rate 0.055% among 190,000. AID 758;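 active = fluorescent GTP binding to Rab7 beads changed by at least 20 points from the 100% baseline, either direction, mostly lower; inconclusive = compound itself probably fluorescent, or too few beads counted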;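 also: median green fluorescence of bound Bodipy-FL-GTP per Rab7 bead population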
HRas wt GTP bind: human HRas wildtype GTP binding, change in either direction; P01112; GST-Ras wt beads, Bodipy-FL-GTP binding, flow cytometry; actives lie on both sides; GTP binding activity, % at 10 µM; hit rate 0.14% among 190,000; AID 759;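 active = GTP binding activity at least 20% away from the 100% baseline, either lowered as inhibitor or raised as activator; inconclusive = flagged as likely green fluorescent, judged across all proteins in the well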;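 also: 0% = unlabeled GTP competition control and 100% = no-compound control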
Cdc42 wt GTP: changes GTP binding to wildtype human Cdc42. percent activity (GTP binding), % at 10 µM. P60953. GST-Cdc42 beads, Bodipy-GTP binding, flow cytometry; actives lie on both sides. hit rate 0.2% among 190,000;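 active = percent activity GTP binding at least 20 points away from the 100% baseline, either down as inhibitor or up as activator; inconclusive = compound flagged as likely green fluorescent from well-wide comparison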;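 also: median bead fluorescence of bound Bodipy-FL-GTP at 100 nM; 0% = excess unlabeled GTP control and 100% = no compound control; below 100% means less GTP binding so inhibitor and above means activator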
Target sequence (P60953 whole entry, looked up): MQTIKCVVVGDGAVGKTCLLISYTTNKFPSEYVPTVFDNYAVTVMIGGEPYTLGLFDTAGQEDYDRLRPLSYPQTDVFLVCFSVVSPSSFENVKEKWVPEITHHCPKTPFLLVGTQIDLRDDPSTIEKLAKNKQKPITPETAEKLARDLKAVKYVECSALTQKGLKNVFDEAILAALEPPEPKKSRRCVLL
The depositor's hits bear a star; ? = inconclusive. Rule as the data show it, unless noted: active = inhibition above about 40%.

molecule	Bim-Bcl-B	Bim-Bcl-2	Bim-Bcl-XL	Rac1 wt modul	HRas wt GTP bind	Rab7 wt modul	Bfl-1 Bim block	Rac1 mut GTP	Rab2A wt mod	Bim-Bcl-W	Cdc42 wt GTP
COc1ccc(N=C2SC(CC(=O)Nc3ccccc3)C(=O)N2CCc2ccccn2)cc1 (stereo not given)	-7	-1	-3	104	104	109	1	103	103	0	99
CC(C)C(C(=O)NCc1ccco1)N(C(=O)CNS(=O)(=O)c1ccc(Cl)cc1)C1CCCC1 (stereo not given)	-2	0	-2	95	94	99	-2	96	94	0	92
CN(C)CC(=O)N1c2ccccc2Sc2ccc(Cl)cc21	-3	0	-1	102	102	103	-3	98	100	-1	99
O=C(NCc1cccnc1)c1cccc(Cl)c1	2	2	2	101	103	96	1	100	101	0	102
O=C1NN(c2ccccc2)C(=O)/C1=C/c1ccc(-c2ccc(Cl)c(C(=O)O)c2)o1	1	-1	-2	88	88	93	-1	84	87	-1	87
O=C(CS(=O)CC(=O)Nc1cccc2c1CCCC2)Nc1ccc(F)cc1 (stereo not given)	-3	-2	0	100	101	102	-5	99	100	-2	99
Cc1ccccc1NC(=O)CN(C)S(=O)(=O)c1cccc2cccnc12	-5	-4	-3	108	104	101	-7	100	102	0	104
O=C(Cn1cncn1)NCc1ccccc1Br	0	0	-3	103	103	105	-4	99	104	2	100
Cc1noc(C)c1CSc1nc2cc(S(=O)(=O)N3CCOCC3)ccc2o1	-14	-3	-1	102	103	103	8	100	100	5	103
COc1cc(C)ccc1OCCOCCOc1cc(C)c(C)cc1Br	-8	-6	-2	97	98	99	-15	97	97	-1	98
Cc1ccc(S(=O)(=O)NCc2ccc(C(=O)N3CCc4ccccc4C3)cc2)cc1	-3	0	-2	95	98	99	0	99	99	-1	99
Cc1ccccc1OCC(=O)Nc1cc(S(=O)(=O)N2CCCCC2)ccc1N1CCN(C)CC1	0	0	-5	99	101	96	-4	99	99	1	99
CC(C(=O)NCCC1=CCCCC1)N1C(=O)c2ccccc2C1=O (stereo not given)	-7	-3	-27	106	104	103	-12	96	100	4	99
CC(c1ccccc1)n1cc(C(=O)NCCCn2ccnc2)nn1 (stereo not given)	-5	-12	-10	108	101	101	-14	101	100	-4	101
COc1cccc(CNCc2ccccn2)c1OC	-9	-7	-5	103	99	99	-10	96	97	2	102
Cc1nn(-c2ccccc2)c2c1C(c1ccc(Br)s1)C(C#N)=C(N)O2 (stereo not given)	-1	1	0	93	90	94	3	91	91	0	90
COc1cccc(C2=NOC(C(=O)N3CCc4ccccc4C3)C2)c1 (stereo not given)	-7	-9	-10	102	100	102	-8	96	102	-6	100
COc1ccccc1C1C(C#N)=C(N)Oc2c1oc(CO)cc2=O (stereo not given)	-4	-5	-2	94	94	94	-3	93	93	-2	91
CCN(CC(=O)NCc1ccc(F)cc1)C(=O)/C=C/c1cccs1	0	-2	0	87	92	100	7	89	95	3	88
Cc1csc(SCCn2c(N3CCOCC3)nc3c2c(=O)[nH]c(=O)n3C)n1	0	-4	-4	104	102	99	-8	98	101	-2	103
COc1ccc(NC(=S)c2ccncc2)cc1	-17	-5	-5	102	101	101	-7	97	102	-2	101
Cc1nc(CNS(=O)(=O)c2cccnc2)cs1	-10	-12	-9	100	100	101	-14	99	101	-1	101
COc1cccc(C=Nc2cccnc2)c1O	-7	-14	-11	105	102	101	-16	100	100	-4	101
CCOC(=O)c1c(NC(=O)CSc2c[nH]c3ccccc23)sc2c1CCCC2	-4	3	-5	100	97	94	4	96	97	-1	97
CCOC(=O)N/N=C/c1cc(C)n(-c2ccccc2)c1C	-5	-7	-6	105	99	98	-3	96	98	-6	99
Cc1cc2c(=O)[nH]cnc2s1	1	0	-2	105	101	102	-2	100	102	-2	105
O=C(Nc1ccccc1C(=O)N1CCCC1)c1ccc(Cl)c([N+](=O)[O-])c1	0	3	0	97	97	98	0	95	98	1	99
COC(=O)C1=C(C)N(CCCC(=O)O)C(=O)NC1c1ccc(-c2ccccc2)cc1 (stereo not given)	-6	0	-8	104	99	97	0	98	102	0	102
Cc1ccc(NC(=S)Nc2ccc(S(=O)(=O)N3CCOCC3)cc2)cc1S(=O)(=O)N1CCOCC1	-5	-2	-5	99	98	99	-1	96	97	-1	97
CCOC(=O)C1(Cc2cccc(OC)c2)CCN(Cc2ccc3c(c2)OCCO3)CC1	-5	-2	-4	99	95	92	-7	96	97	-6	100
CC(CCc1ccccc1)NCC(O)c1cccc([N+](=O)[O-])c1 (stereo not given)	-3	0	0	101	95	96	-4	96	97	0	98
NC(=O)COC(=O)c1ccccc1SCC(=O)NC1CCCCCC1	-3	0	0	99	96	96	0	94	96	0	95
COc1cc2[nH]c(=O)n(CCC(=O)NCCC(C)C)c(=O)c2cc1OC	0	0	0	107	101	101	-10	98	100	0	103
CCOC(=O)c1cc2c(C)nn(-c3ccccc3)c2s1	-10	0	-8	104	100	99	-6	99	99	-8	103
N#CC(c1ccc(Cl)cc1)c1ccc2c(C(F)(F)F)cc(C(F)(F)F)nc2n1 (stereo not given)	1	0	-2	100	104	102	0	101	101	0	101
O=C(c1ccc(CNS(=O)(=O)c2cccc(Cl)c2)cc1)N1CCCC1	-2	2	-1	101	98	101	-6	97	97	0	103
CC(=O)C1=C(C)NC(SCC(=O)c2ccc(C)cc2)=C(C#N)C1c1ccco1 (stereo not given)	-5	-2	0	101	100	99	-8	101	101	2	101
Cc1nc(NC(=S)Nc2ccccc2)sc1C	-9	-5	-10	96	97	96	0	97	96	-7	96
Cc1nc(N2CCN(c3ccccn3)CC2)c2c(C)c(C(=O)Nc3ccccc3F)sc2n1	-2	-1	1	90	90	97	1	91	85	3	87
O=C(CCCn1cnc([N+](=O)[O-])n1)Nc1ccc(Cl)cc1Cl	-4	-3	-9	104	103	100	-11	101	103	-3	103
O=C1CCCc2ccccc2N1Cc1ccc(Cl)cc1	-2	0	0	104	103	101	2	99	101	0	102
Cc1ccc(C)c(C(=O)COC(=O)c2ccccc2N2C(=O)C3C4CCC(C4)C3C2=O)c1 (stereo not given)	-1	2	0	?	?	?	1	?	?	1	?
CCC(=O)Nc1ccc(NC(=S)NC(=O)Cc2ccccc2)cc1	-15	-10	-11	106	102	95	-3	101	97	-4	102
O=C(CSCc1ccccc1)Nc1cc([N+](=O)[O-])ccc1F	-4	-1	-5	97	97	100	-3	96	95	-3	92
COc1c(Cl)cc(C(=O)Nc2ccccc2C(=O)O)cc1Cl	6	2	0	97	100	101	2	97	101	0	99
COc1ccc(O)c(C=Nc2cc(NC(C)=O)c(Cl)cc2Cl)c1	0	1	-7	103	100	98	-1	101	100	-6	103
CCN(C(=O)CSc1nc2nc(C)cc(C)n2n1)c1ccccc1	8	13	11	108	105	104	18	101	103	3	106

A draw from above in order of SMILES length, descending:
molecule	Bim-Bcl-B	Bim-Bcl-2	Bim-Bcl-XL	Rac1 wt modul	HRas wt GTP bind	Rab7 wt modul	Bfl-1 Bim block	Rac1 mut GTP	Rab2A wt mod	Bim-Bcl-W	Cdc42 wt GTP
Cc1ccc(C)c(C(=O)COC(=O)c2ccccc2N2C(=O)C3C4CCC(C4)C3C2=O)c1 (stereo not given)	-1	2	0	?	?	?	1	?	?	1	?
COc1cc2[nH]c(=O)n(CCC(=O)NCCC(C)C)c(=O)c2cc1OC	0	0	0	107	101	101	-10	98	100	0	103
O=C(c1ccc(CNS(=O)(=O)c2cccc(Cl)c2)cc1)N1CCCC1	-2	2	-1	101	98	101	-6	97	97	0	103
O=C(CCCn1cnc([N+](=O)[O-])n1)Nc1ccc(Cl)cc1Cl	-4	-3	-9	104	103	100	-11	101	103	-3	103
CC(CCc1ccccc1)NCC(O)c1cccc([N+](=O)[O-])c1 (stereo not given)	-3	0	0	101	95	96	-4	96	97	0	98
COc1ccc(O)c(C=Nc2cc(NC(C)=O)c(Cl)cc2Cl)c1	0	1	-7	103	100	98	-1	101	100	-6	103
O=C(CSCc1ccccc1)Nc1cc([N+](=O)[O-])ccc1F	-4	-1	-5	97	97	100	-3	96	95	-3	92
NC(=O)COC(=O)c1ccccc1SCC(=O)NC1CCCCCC1	-3	0	0	99	96	96	0	94	96	0	95
O=C1CCCc2ccccc2N1Cc1ccc(Cl)cc1	-2	0	0	104	103	101	2	99	101	0	102
